Source: PubChem (several laboratories)
KCNQ1 act – potentiates or activates the human KCNQ1 potassium channel; P51787; CHO-K1 KCNQ1, thallium flux FluxOR fluorescence; hits give high values; B-score at 10 µM; 310,000 tested, 0.35% active;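 active means fluorescence ratio B-score, a plate-corrected score, at least three library SD, with initial intensity B-score within 5 SD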
Target sequence (P51787 whole entry, looked up): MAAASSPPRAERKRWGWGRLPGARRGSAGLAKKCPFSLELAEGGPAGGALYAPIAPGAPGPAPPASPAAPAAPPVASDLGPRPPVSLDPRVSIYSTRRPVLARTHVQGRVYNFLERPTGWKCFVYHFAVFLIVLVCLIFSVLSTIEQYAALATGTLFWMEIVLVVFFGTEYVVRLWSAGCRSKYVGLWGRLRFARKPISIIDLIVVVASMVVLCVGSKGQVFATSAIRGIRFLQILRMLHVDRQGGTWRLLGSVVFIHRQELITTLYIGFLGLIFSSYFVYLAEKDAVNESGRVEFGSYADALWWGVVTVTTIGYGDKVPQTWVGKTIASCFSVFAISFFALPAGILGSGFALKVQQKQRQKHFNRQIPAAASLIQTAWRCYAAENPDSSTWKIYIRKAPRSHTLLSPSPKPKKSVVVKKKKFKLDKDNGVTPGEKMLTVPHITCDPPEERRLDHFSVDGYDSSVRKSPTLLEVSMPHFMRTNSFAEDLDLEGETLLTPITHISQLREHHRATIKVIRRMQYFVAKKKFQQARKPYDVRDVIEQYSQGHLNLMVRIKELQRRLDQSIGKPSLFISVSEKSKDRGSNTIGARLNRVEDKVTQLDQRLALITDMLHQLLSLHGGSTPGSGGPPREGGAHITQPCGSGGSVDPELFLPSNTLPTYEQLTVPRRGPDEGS
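Material: CHO-K1 cells stably expressing KCNQ1. Medium: assay buffer for compound exposure, DMSO matched across wells. Reagent: K+/Tl+ depolarizing stimulus. Compound dosing: single-concentration screen. Times: 37 °C overnight plating, 90-min dark dye load, 20-min compound pretreatment. Technique: FluxOR Tl+ flux fluorescence.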
KCNK3 inh – human KCNK3 channel inhibition, primary screen; AID 602410; B-score at 10 µM; CHO-KCNK3 thallium flux, FluxOR fluorescence; hits give low values; 340,000 tested, 0.84% active;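 active means B-score under library mean minus 4 SD, starting fluorescence ratio at most library mean plus 5 SD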;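 further: more negative B-score means stronger inhibition of thallium flux through KCNK3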
Dyrk1A ADPGlo – Dyrk1A (rat) kinase inhibition; Q63470; inhibition, % at 12.5 µM; ADP-Glo luminescence, NFATc1 peptide; 310,000 tested, 0.43% active; AID 504441; in the data active means inhibition above about 50%;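 further: plate controls were vehicle with enzyme for no effect and no enzyme for full effect; many of its hits are not listed in these tables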
HDAC3 inh – human HDAC3 inhibition. O15379. recombinant HDAC3, fluorogenic peptide/trypsin coupled, fluorescence. inhibition, % at 8.3 µM. 320,000 tested, 0.15% active. AID 2718; in the data active means inhibition above about 26%, passing the limit was not always enough; inconclusive means no clear call, values can overlap the other calls
KCNQ1 inh – inhibitors of human KCNQ1 potassium channel. 310,000 tested, 1.3% active. CHO-K1 KCNQ1, FluxOR thallium flux fluorescence; hits give high values. B-score at 10 µM. AID 2642;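 active means compounds whose thallium flux B-score, printed positive for inhibition, exceeds three library SD while starting fluorescence stays within three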;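 further: channel opened by potassium depolarization with thallium stimulus after 20 min compound exposure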
ANO1 activ – activators or potentiators of mouse TMEM16A chloride channel | Q8BHY3 | B-score at 10 µM | 340,000 tested, 0.3% active | AID 623877 | HEK293 TMEM16A/YFP-H148Q/I152L, iodide quench fluorescence; hits give low values;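 active means fluorescence-ratio B-score plate-corrected deviation score at least 3 library SD below zero, with starting fluorescence score within 5 deviations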;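 further: channel opened by trigger with iodide after compound preincubation; score built on the fluorescence ratio of max minus min over baseline; more negative score means more quench and so TMEM16A activation or potentiation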
KCNK9 block – human KCNK9 channel inhibition; Q9NPC2; 310,000 tested, 1.2% active; B-score at 10 µM; AID 488922; HEK293 KCNK9, FluxOR thallium flux fluorescence; hits give low values;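 active means ratio B-score over 3 SD below the library mean, with starting fluorescence within 5 SD of its mean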;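 further: negative B-score means less thallium flux so channel inhibition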
Target sequence (Q9NPC2 whole entry, looked up): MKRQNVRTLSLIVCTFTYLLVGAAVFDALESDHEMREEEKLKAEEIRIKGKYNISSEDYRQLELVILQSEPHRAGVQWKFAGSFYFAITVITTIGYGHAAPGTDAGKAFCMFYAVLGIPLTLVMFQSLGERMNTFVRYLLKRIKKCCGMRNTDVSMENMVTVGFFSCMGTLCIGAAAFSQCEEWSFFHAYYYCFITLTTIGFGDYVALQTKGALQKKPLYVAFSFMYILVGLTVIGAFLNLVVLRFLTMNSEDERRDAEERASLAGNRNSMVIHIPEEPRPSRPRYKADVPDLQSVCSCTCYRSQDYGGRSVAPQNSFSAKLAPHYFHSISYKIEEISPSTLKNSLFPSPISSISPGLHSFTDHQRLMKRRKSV
TMEM16A inh – inhibitors of mouse TMEM16A calcium-activated chloride channel. 310,000 tested, 1.2% active. Q8BHY3. normalized B-score (activity score, 25-100; higher = stronger inhibition) at 10 µM. HEK293 TMEM16A/YFP iodide influx fluorescence, ionomycin;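 active means ratio plate-corrected score three or more library SD toward inhibition, starting fluorescence score within five deviations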;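 further: score derived from kinetic fluorescence span divided by baseline fluorescence per well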
TRPC4 act – activators of mouse TRPC4 channel; Q9QUQ5; HEK293 TRPC4beta/mu-opioid, Fluo4 calcium fluorescence; hits give high values; B-score at 10 µM; 310,000 tested, 0.49% active; AID 2237;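 active means B-score above 5 SD of library B-scores, and initial fluorescence ratio not above library mean plus 5 SD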;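 further: positive B-score marks a calcium rise read as TRPC4 activation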
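Assay system: HEK293 stable line with TRPC4beta plus mu-opioid receptor. Times: dye 45 min RT, read 110 s. Measured by: kinetic Fluo4 calcium fluorescence. Measure: B score of integrated ratio. Controls: assay buffer as low control, maximal DAMGO as high control.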
TRPC4 potent – allosterically enhances the mouse TRPC4 cation channel; HEK293 TRPC4beta/mu-opioid, DAMGO EC20, Fluo-4 Ca2+ flux; hits give high values; Q9QUQ5; B-score at 10 µM; 310,000 tested, 0.42% active;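 active means B-score of calcium response area above 5 SD of library B-scores, with initial fluorescence ratio within 5 SD of library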;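 further: B-score of integrated fluorescence ratio over time as area under calcium response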
hERG protect – shields human hERG channel from block by proarrhythmic agents. CHO-hERG, FluxOR thallium flux, dofetilide IC70 present. activation (rescue from dofetilide block), less the hit threshold, % at 10 µM. 310,000 tested, 0.51% active;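 active means activation above the mean of controls blocked by dofetilide plus 5 SD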;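 further: thallium influx through hERG after potassium depolarization seen as dye fluorescence rise; in these data hits start at about 4.7%; inactives centre near -7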
* = called active by the depositor; i = inactive; ? = inconclusive; nt = no result given. Some of the compounds tested; rates above refer to the full screens.

Below each SMILES: KCNQ1 act, KCNK3 inh, Dyrk1A ADPGlo, HDAC3 inh, KCNQ1 inh, ANO1 activ, KCNK9 block, TMEM16A inh, TRPC4 act, TRPC4 potent, hERG protect
- Cc1nn(C)c(C)c1S(=O)(=O)N(CC(=O)Nc1nccs1)c1ccc(C(C)C)cc1
→ i, i, -2.3, nt, i, i, i, i, i, i, -6.6
- Cc1cccc(-n2[nH]c3c4c(ccc3c2=O)C(=O)c2ccccc2C4=O)c1
→ i, i, -1.2, -4.6, i, i, i, i, i, i, -6.6
- COc1ccc2oc3cc(C)[n+]([O-])c(-c4ccc(Cl)cc4)c3c2c1
→ i, i, 4.9, -1.6, i, i, i, i, i, i, -11.2
- Cc1ccc(C2=CC(c3ccc(N(C)C)cc3)n3nnnc3N2)cc1 (centres undefined)
→ i, i, -0.1, -1.8, i, i, i, i, i, i, -9.1
- COc1cc(NC(=O)c2cccs2)c(OC)cc1NC(=O)Nc1ccc(F)cc1
→ i, i, 1.2, -8.6, i, i, i, i, i, i, -1.9
- CN(C)c1cccc(C(=O)NCC(c2ccco2)N(C)C)c1 (centres undefined)
→ i, i, -1.1, -6.3, i, i, i, i, i, i, -10.8
- COc1cccc(CNC(=O)Cc2ccc(Br)cc2)c1
→ i, i, -6.1, -1.0, i, i, i, i, i, i, -3.0
- COCCNC(=O)c1cccc(OC2CCN(Cc3ccccc3C)CC2)c1
→ i, i, 16.8, -2.1, i, i, i, i, i, i, -2.6
- O=C(c1cnccn1)N(c1ccccc1)C1(C(=O)NC2CCCC2)CCCCC1
→ i, i, -13.9, -2.8, i, i, i, i, i, i, -5.9
- CCOc1cc2[nH]c(=O)n(CC3CCC(C(=O)NCCCOC)CC3)c(=O)c2cc1OCC (centres undefined)
→ i, i, -9.2, 5.1, i, i, i, i, i, i, -7.0
- O=S(=O)(c1ccc(Cl)cc1)N1CCN=C1SCc1cccnc1
→ i, i, -3.8, -2.6, i, i, i, i, i, i, -9.9
- O=C(CSC1=NCCN1)Nc1cccc([N+](=O)[O-])c1
→ i, i, nt, 2.2, i, i, i, i, i, i, -6.8
- Nc1nc(SCC(=O)c2ccc(Oc3ccccc3)cc2)n[nH]1
→ i, i, 3.4, 3.3, i, i, i, i, i, i, -12.7
- O=C(CN1CCN(c2ccc(F)cc2)CC1)Nc1cccc(C(F)(F)F)c1
→ i, i, 6.7, 9.0, i, i, i, i, i, i, -17.0
- Cc1cccc(N2CCN(C(=O)CCS(=O)(=O)c3ccc4c(c3)NC(=O)CO4)CC2)c1C
→ i, i, 0.1, -2.4, i, i, i, i, i, i, -3.5
- COC(=O)N1CC(c2ccccc2)CC1=O (centres undefined)
→ i, i, 1.8, -1.6, i, i, i, i, i, i, -9.7
- Cc1cccn2c(=O)c(C=NCc3ccco3)c(Nc3ccc(SC(F)F)cc3)nc12
→ i, i, -1.1, 3.0, i, i, i, i, i, i, -2.5
- CCN1CCc2c(C#N)c(NCc3ccccc3)nc(NCCO)c2C1
→ i, i, 3.7, -5.5, i, i, i, i, i, i, -17.3
- O=[N+]([O-])c1ccc2nc(C3CCCCC3)[nH]c2c1
→ i, i, 2.5, 16.5, i, i, i, i, i, i, -15.0
- CC(=O)N1CCOc2ccc(S(=O)(=O)NCCc3ccc(C)cc3)cc21
→ i, i, -6.4, 0.4, i, i, i, i, i, i, -6.6
- CCOc1ccccc1NC(=S)N(CCN(C)C)C(C)c1ccncc1 (centres undefined)
→ i, i, -2.4, -4.2, i, i, i, i, i, i, -6.2
- Cc1ccc2nc(-c3cccc(S(=O)(=O)N(C)C)c3)cn2c1
→ i, i, -9.7, -4.2, i, i, i, i, i, i, -4.5
- COc1cccc(N/C(N)=N/c2nc(C(F)(F)F)cc(C(F)(F)F)n2)c1
→ i, i, 7.8, 14.0, i, i, i, i, i, i, -15.5
- CCOC(=O)C(C)(C)Sc1nc2c(cnn2-c2ccc(F)cc2)c(=O)[nH]1
→ i, i, -2.6, -0.7, i, i, i, i, i, i, -8.3
- CC(=O)c1ccc(S(=O)(=O)N(Cc2cc3cc4c(cc3[nH]c2=O)OCCO4)CC2CCCO2)cc1 (centres undefined)
→ i, i, 0.7, -5.0, i, i, i, i, i, i, -4.6
- COc1ccc(NC(=O)C(=O)NCC2CCCN2S(=O)(=O)c2cc(C)ccc2C)cc1 (centres undefined)
→ i, i, 3.0, 5.8, i, i, i, i, i, i, -13.3
- CC(C)c1cc(C(=O)Nc2cccc(Cl)c2)no1
→ i, i, -0.3, 0.1, i, i, i, i, i, i, -13.2
- CCC(C)c1ccc(NC(=S)N2CCN(C(=O)C3CCCO3)CC2)cc1 (centres undefined)
→ i, i, -0.6, -0.5, i, i, i, i, i, i, -14.2
- CCCCCCCCSc1nnc(/N=C/N(C)C)s1
→ i, i, -7.1, ?, i, i, i, i, i, i, -11.8
- O=c1cc(O)nc(SCc2ccccc2Cl)[nH]1
→ i, i, -16.6, 0.0, i, i, i, i, i, i, -12.7
- CCn1c(SCC(=O)N2CCN(c3cccc(Cl)c3)CC2)nc2ccccc2c1=O
→ i, i, 3.4, -0.9, i, i, i, i, i, i, -22.0
- CSc1c2c(nc3ncnn13)CCC2
→ i, i, -3.0, 0.9, i, i, i, i, i, i, -4.0
- Cc1cc(C(=O)Nc2ccc(C)c(S(=O)(=O)N3CCOCC3)c2)c(C)o1
→ i, i, nt, -0.2, i, i, i, i, i, i, 0.6
- COC(=O)C1=C(C)N(C)C(C)=C(C(=O)OC)C1c1ccncc1
→ i, i, -3.9, 6.8, i, i, i, i, i, i, -14.4
- COc1ccc(NC(=O)c2cccc3c(Br)cccc23)cc1
→ i, i, 3.4, 6.8, i, i, i, i, i, i, 1.9
- N/C(CCS(=O)(=O)c1ccc(Cl)cc1)=N\OC(=O)c1ccc(Cl)cc1
→ i, i, nt, 0.9, i, i, i, i, i, i, -3.1
- CC1=NN(c2ccccc2)C(=O)C1=C(C)C
→ i, i, -21.2, -4.7, i, i, i, i, i, i, -12.5
- COC(=O)c1ccc(NC(=O)c2cccc(NC(=O)c3ccco3)c2)cc1
→ i, i, 6.0, ?, i, i, i, i, i, i, -11.3
- O=C(O)CCCn1c(=S)[nH]c2c(sc3ccc([N+](=O)[O-])cc32)c1=O
→ i, i, nt, 7.9, i, i, i, i, i, i, -14.6
- Cc1cccc(N(Cc2ccccc2)C(=O)c2cccc(S(=O)(=O)N3CC(C)OC(C)C3)c2)c1 (centres undefined)
→ i, i, 3.0, 9.2, i, i, i, i, i, i, -6.1
- O=c1[nH]c(C2CCN(S(=O)(=O)c3ccc4c(c3)OCCO4)CC2)nc2c1nnn2Cc1cccc(F)c1
→ i, i, 3.9, -7.4, i, i, i, i, i, i, -4.7
- Cc1ccc(NC(=O)C2CCCN(S(=O)(=O)c3cccnc3)C2)cc1C (centres undefined)
→ i, i, nt, -0.3, i, i, i, i, i, i, -10.6
- COc1ccc(CN2CCC(n3nccc3NC(=O)C3CCCC3)CC2)cc1
→ i, i, -4.2, -1.2, i, i, i, i, i, i, -7.0
- CCOC(=O)c1ccc(N2CSC3=C(C#N)C(c4cccs4)CC(=O)N3C2)cc1 (centres undefined)
→ i, i, 8.6, 31.1*, i, i, i, i, i, i, -7.2
- Fc1ccccc1N1CCN(Cc2nc(-c3ccccc3)no2)CC1
→ i, i, -1.7, 11.5, i, i, i, i, i, i, -12.7
- CCc1cc2c(SCc3nc4sc(C(C)=O)c(C)c4c(=O)[nH]3)ncnc2s1
→ i, i, -2.1, 0.7, i, i, i, i, i, i, -0.7
- CCN(CC)CCC(=O)Nc1ccc2c(c1)N(C(=O)CN(CC)CC)c1ccccc1CC2
→ i, i, -3.0, nt, i, i, i, i, i, i, -3.6
- COc1ccc(NC(=S)NC(NC(=O)C(C)C)C(Cl)(Cl)Cl)c([N+](=O)[O-])c1 (centres undefined)
→ i, i, -7.4, 9.5, i, i, i, i, i, i, -9.4
- Cc1ccc(NC(=S)NNC(=O)c2ccccc2OC(F)F)cc1
→ i, i, 3.8, -0.3, i, i, i, i, i, i, -8.1
- CCOC(=O)C1CCN(c2cc3c(cc2NC(=O)c2ccccc2OCC)n(C)c(=O)n3C)CC1
→ i, i, -0.9, 0.3, i, i, i, i, i, i, -19.9
- Cc1ccc2[nH]c(C)c(CCNC(=O)c3c(N)no[n+]3[O-])c2c1
→ i, i, -1.8, -1.9, i, i, i, i, i, i, -8.1
- Cc1ccc(CN2C(=O)C(Cc3ccccc3)Nc3ncnc(N4CCN(c5ccccc5)CC4)c32)cc1 (centres undefined)
→ i, i, 6.3, 7.7, i, i, i, i, i, i, -13.9
- Cc1ccc(S(=O)(=O)N2CCCC(c3nc(-c4ccc(C)o4)no3)C2)cc1 (centres undefined)
→ i, i, 25.2, -1.9, i, i, i, i, i, i, -6.0
- CC(=O)Nc1cccc(/C(C)=N/NC(=O)c2cccc(S(=O)(=O)N3CCOCC3)c2)c1
→ i, i, 0.3, -0.6, i, i, i, i, i, i, -5.4
- COc1ccc(Cn2nnnc2CN2CCN(c3ccc(OC)cc3)CC2)cc1
→ i, i, -1.8, 1.7, i, i, i, i, i, i, -0.9
- CN1C(=O)[C@@H]2[C@H](C1=O)[C@@H]1C(=O)Nc3ccccc3C(=O)N1[C@@H]2c1cccc(Br)c1
→ i, i, 1.6, -5.5, i, i, i, i, i, i, -7.0
- CCCOc1cccc(C2/C(=C(\O)c3ccc4c(c3)OCCO4)C(=O)C(=O)N2CCCn2ccnc2)c1 (centres undefined)
→ i, i, -5.8, -0.1, i, i, i, i, i, i, -8.3
- Cn1ncc(Cl)c1C(=O)N1CCCc2ccccc21
→ nt, i, -5.3, -5.9, nt, i, nt, i, nt, nt, nt
- CSc1ccc(CCNC(=O)CCc2nnc3ccc(N4CCCC4)nn23)cc1
→ i, i, 5.5, 0.9, i, i, i, i, i, i, -23.4
- S=C(N=Nc1ccccc1)NNc1ccccc1
→ i, i, 16.2, -3.1, i, i, i, i, i, i, 0.6
- COc1ccc(N(CC(=O)N/N=C/c2ccco2)S(=O)(=O)c2ccccc2)cc1Cl
→ i, i, -1.8, 15.4, i, i, i, i, i, i, -14.5
- CC(=O)Oc1ccccc1C(=O)Oc1ccccc1C(=O)O
→ nt, i, 0.7, 1.1, nt, i, nt, i, nt, nt, nt
- COC(=O)c1ccc(N2CCN(C)CC2)c(NC(=O)COc2cccc(C)c2)c1
→ i, i, -2.7, -5.2, i, i, i, i, 63*, i, -6.1
